Bioassay records deposited in PubChem by several laboratories.
MEX-5 binding = C. elegans MEX-5 TCR-2 RNA binding activity; Q9XUB2; MEX-5/FITC-TCR2 RNA binding, fluorescence polarization; stronger effect = lower value; activity score (negative = inhibition of binding), % at 10 µM; 0.38% of 300,000 active;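 active = inhibition past about -25% in most replicates, and total fluorescence under double the plate's negative control median, limit read from the data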;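 note: 0% = DMSO and -100% = 5 µM competing unlabeled TCR2 RNA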
EBNA-1 inhibitor = blocks EBNA-1 binding to DNA; AID 1950; inhibition, % at 14.8 µM; 0.34% of 300,000 active; EBNA-1 DNA binding, fluorescence polarization; in the data active = inhibition above about 28%
Fam108B counter = blocks mouse Fam108B hydrolase in RBBP9 counter-screen; recombinant Fam108B, FP-Rh probe fluorescence polarization; inhibition, % at 9.51 µM; 0.33% of 300,000 active; AID 1947;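 active = inhibition above the screen mean inhibition plus 3 SD, computed separately per campaign, cut at about 18% in these data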;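 note: inhibitors lower polarization as less probe binds the enzyme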
BCLXL inh = blocks human Bcl-xL binding to Bim BH3 peptide; Q07817; GST-Bcl-xL / FITC-Bim BH3 peptide fluorescence polarization; inhibition, % at 10.9 µM; 0.7% of 320,000 active; AID 2129;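 active = inhibition above the mean of all tested compounds plus 3 SD, cutoff set per campaign, cut at about 30% in these data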;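 note: 0% = DMSO wells and 100% = unlabeled Bim-BH3 peptide competitor; inhibitors lower millipolarization by displacing the labeled peptide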
Target sequence (Q07817 whole entry, looked up): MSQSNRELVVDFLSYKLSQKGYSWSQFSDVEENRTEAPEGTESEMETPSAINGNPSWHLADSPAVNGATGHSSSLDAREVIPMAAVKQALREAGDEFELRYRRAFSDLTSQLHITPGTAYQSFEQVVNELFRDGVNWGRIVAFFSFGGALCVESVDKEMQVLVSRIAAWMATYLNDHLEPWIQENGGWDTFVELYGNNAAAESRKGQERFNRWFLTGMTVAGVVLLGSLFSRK
MCL1-BIM inh = disrupts human MCL1 binding to BIM-BH3 peptide | Q07820 | GST-MCL1 / FITC-Bim-BH3 fluorescence polarization | AID 2057 | 0.68% of 320,000 active | inhibition, % at 10.9 µM;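 active = inhibition above the mean inhibition of all tested compounds plus 3 SD, set per campaign, cut at about 40% in these data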;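 note: 0% = DMSO wells and 100% = unlabeled Bim-BH3 peptide control; higher means more loss of mP so more displacement of Bim peptide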
Target sequence (Q07820 whole entry, looked up): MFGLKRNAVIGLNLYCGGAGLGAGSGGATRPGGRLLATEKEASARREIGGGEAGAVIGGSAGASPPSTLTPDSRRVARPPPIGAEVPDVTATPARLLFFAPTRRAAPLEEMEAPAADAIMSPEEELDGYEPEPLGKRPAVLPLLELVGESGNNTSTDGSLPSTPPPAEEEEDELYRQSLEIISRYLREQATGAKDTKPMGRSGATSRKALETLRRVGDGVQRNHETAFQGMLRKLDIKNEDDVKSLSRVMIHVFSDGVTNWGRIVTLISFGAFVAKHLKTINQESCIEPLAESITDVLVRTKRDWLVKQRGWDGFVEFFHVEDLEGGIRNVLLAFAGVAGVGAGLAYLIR
Efflux pump inh = antifungal efflux pump inhibition, Nile Red retention; S. cerevisiae Candida pump triplex; inhibition, % at 10 µM; 0.44% of 330,000 active; AID 485275;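 active = plate passing quality check with inhibition over a set limit, or well fluorescence over plate mean plus 4 SD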;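 note: Nile Red retained in pooled yeast measured as flow cytometry median fluorescence; 0% = buffer negative control and 100% = Enniatin B positive control; higher means more Nile Red kept so more efflux inhibition; some compounds called inactive have numbers as strong as hits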
GLD-1 RNA inh = GLD-1-TGE RNA interaction inhibition (C. elegans); inhibition, % at 5.96 µM; 0.44% of 320,000 active; purified GLD-1 + fluorescein TGE RNA, fluorescence polarization; AID 2280;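 active = percent inhibition above a per-plate cutoff, the plate mean of test compounds plus 3 SD, cut at about 30% in these data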;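 note: 0% = DMSO wells with GLD-1 and probe and 100% = wells lacking GLD-1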
Target sequence (Q17339 whole entry, looked up): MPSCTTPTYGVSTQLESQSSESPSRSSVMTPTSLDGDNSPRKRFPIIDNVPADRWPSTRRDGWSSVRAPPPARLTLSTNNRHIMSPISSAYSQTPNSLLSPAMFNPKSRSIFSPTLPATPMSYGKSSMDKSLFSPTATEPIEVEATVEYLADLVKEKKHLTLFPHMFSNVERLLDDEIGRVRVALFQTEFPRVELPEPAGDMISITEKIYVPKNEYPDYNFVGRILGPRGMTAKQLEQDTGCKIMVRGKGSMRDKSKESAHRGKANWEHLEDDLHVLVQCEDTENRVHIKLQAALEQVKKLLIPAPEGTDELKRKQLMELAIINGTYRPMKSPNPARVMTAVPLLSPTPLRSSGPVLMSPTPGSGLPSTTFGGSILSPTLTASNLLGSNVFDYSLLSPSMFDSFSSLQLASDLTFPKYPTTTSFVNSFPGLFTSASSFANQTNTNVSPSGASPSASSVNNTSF
ZTA counter = blocks Epstein-Barr virus ZTA, an EBNA-1 counter-screen. ZTA-DNA binding, fluorescence polarization. 0.15% of 320,000 active. AID 2234. inhibition, % at 11 µM. P03206; in the data active = inhibition above about 33%
CR mimetic SO = caloric restriction mimetics inhibiting age-related superoxide in yeast; S. cerevisiae aged cells, superoxide DHE fluorescence; stronger effect = lower value; superoxide response (% of plate mean), % at 10 µM; AID 2690; 0.18% of 330,000 active;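 active = superoxide response under a set limit, about three screen SD below normal, cut at about 65% in these data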;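 note: yeast aged for seven days with compound at 30 °C before DHE staining; 100% = average MFI of all compound-treated wells on the plate with controls excluded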
The depositor's hits bear a star; x = not tested or not shown.

SMILES | MEX-5 binding | EBNA-1 inhibitor | Fam108B counter | BCLXL inh | MCL1-BIM inh | Efflux pump inh | GLD-1 RNA inh | ZTA counter | CR mimetic SO
O=C(CCNC(=O)C1CCN(S(=O)(=O)c2ccc(F)cc2)CC1)NCc1cccc(Cl)c1 | -0.4 | 5 | 5 | 3 | 3 | 0.3 | 6 | -16 | 94
CC(CN1c2ccccc2Sc2ccccc21)N(C)C (configuration not stated) | -0.3 | 4 | -2 | 5 | 8 | 0.0 | -7 | -7 | 90
Cc1occc1C(=O)Nc1ccc(S(=O)(=O)N2CCCC2)cc1 | 0.5 | 12 | -3 | 1 | -2 | 0.0 | 6 | 13 | 115
CCOC(=O)c1c(NC(=O)CNCCOC)sc2c1CCCC2 | -0.6 | 8 | 1 | -1 | -2 | 0.0 | -9 | -9 | 96
N=c1ccn(Cc2c(Cl)cccc2Cl)cc1 | -1.6 | 7 | -2 | 0 | -2 | 0.0 | -3 | 4 | 93
Cc1cc(C)cc(NC(=O)c2cc(Cl)sc2Cl)c1 | 1.9 | -2 | 0 | -4 | -12 | 0.1 | 4 | -12 | 89
COc1ccc(C2C(C(N)=O)=C(C)Nc3nc(CCCO)nn32)cc1 (configuration not stated) | -0.6 | 12 | 3 | 2 | 9 | -0.1 | -1 | 9 | 104
CC(C)CN(CCCNC(=O)CN1C(=O)COc2ccc(S(=O)(=O)N3CCOCC3)cc21)CC(C)C | -3.7 | 5 | -1 | 2 | -2 | 0.0 | -2 | 4 | 101
N#CCCN(Cc1cccnc1)C(=S)NC(=O)c1ccco1 | -0.2 | 0 | 1 | -11 | -6 | 0.0 | -3 | -10 | 90
Cc1c(NC(=O)CSc2n[nH]c(-c3ccccc3)n2)c(=O)n(-c2ccccc2)n1C | 1.6 | 5 | 2 | -1 | -7 | 0.2 | 0 | -4 | 160
COCC(C)n1c(SCC(=O)NC(=O)Nc2ccc3c(c2)OCCO3)nc2ccccc2c1=O (configuration not stated) | 1.2 | 6 | -4 | -1 | 1 | 0.3 | 1 | -10 | 105
O=S(=O)(c1ccc(F)cc1)c1nc(-c2ccccc2F)oc1N1CCCCC1 | -2.1 | -10 | 2 | 2 | 4 | -0.1 | -4 | -12 | 126
CCn1c(Cc2c(C)[nH]c3ccccc23)n[nH]c1=S | -2.1 | 0 | 3 | -20 | -19 | 0.2 | 4 | 0 | 112
CCC(C)c1ccc(OCC(=O)NNC(=O)C2CCCCC2)cc1 (configuration not stated) | 1.6 | 2 | 2 | 8 | 7 | -13 | -4 | 10 | 95
COc1ccccc1N1C(=O)N(CC(=O)C(C)(C)C)c2ccccc2S1(=O)=O | 0.6 | -12 | -3 | -1 | -5 | 0.0 | -3 | -14 | 109
O=C(/C=C/c1ccc2c(c1)OCO2)Nc1nc(-c2ccccc2)cs1 | 0.0 | -2 | -27 | 3 | 3 | 0.1 | 4 | -20 | 99
CCOc1cccc(-c2c(C(=O)N/N=C(\C)c3ccccn3)nnn2-c2nonc2N)c1 | -0.2 | -1 | -1 | 3 | 5 | -0.2 | -2 | 1 | 102
CC1=NNC(=O)C1Oc1ccccc1 (configuration not stated) | -1.7 | 3 | -1 | 4 | 3 | 0.0 | 3 | 0 | 86
Cc1cc(Nc2cc(F)ccc2C)n2ncnc2n1 | -3.6 | -6 | 1 | 0 | -4 | -0.1 | 9 | 2 | 92
O=c1c2ccccc2nc(-c2ccc(Cl)c(Cl)c2)n1O | -0.8 | -8 | -1 | 0 | -1 | -0.1 | 9 | 1 | 66
O=C(Nc1ccc([N+](=O)[O-])c(NC(=O)C2CCCO2)c1)C1CCCO1 (configuration not stated) | -1.7 | 7 | 1 | 12 | 15 | 0.2 | -4 | 8 | 96
CCOC(=O)C1(CC)CC(CSc2nc3ccccc3[nH]2)OC1=O (configuration not stated) | -1.6 | 6 | 0 | 3 | -5 | -0.1 | -4 | -8 | 97
O=C(Nc1ccc(F)cc1)N1CCCN(c2ccc(C(F)(F)F)cn2)CC1 | 2.0 | -5 | 1 | 3 | 0 | 0.1 | -3 | 1 | 93
CNC(=S)NNc1nc(-c2ccccc2)c2cc(Cl)ccc2n1 | 2.6 | -16 | 6 | -1 | 3 | -0.1 | 4 | 0 | 106
CCc1ccc(C2c3[nH]c4ccccc4c3CCN2C(=O)c2cc(C)nn2C)cc1 (configuration not stated) | 0.5 | -4 | 1 | 0 | -14 | 0.1 | 0 | 7 | 80
Cc1cccc(Cn2c(C)nc3ccc([N+](=O)[O-])cc3c2=O)c1 | -2.5 | -3 | -2 | -7 | -12 | 0.1 | -2 | 6 | 101
O=C1c2cccc3c([N+](=O)[O-])ccc(c23)C(=O)N1c1ccc(Cl)cn1 | -15 | 3 | 7 | 120* | 139* | 2.1* | 103* | 5 | 91
COc1ccc(CNC(=O)CNC(=O)N2CC(=O)Nc3ccccc32)cc1 | -1.0 | -2 | 4 | 7 | 4 | -0.1 | 3 | -2 | 92
O=S1(=O)CCOCCCN1Cc1ccccc1F | -2.6 | -5 | -3 | 0 | -3 | 0.3 | 8 | -1 | 99
COc1ccc(OC)c(C(=O)c2ccc(Cl)cc2)c1 | -1.1 | 8 | -1 | 3 | 0 | -0.1 | 2 | -1 | 90
c1ccc2c(N3CCCCC3)nc(N3CCOCC3)nc2c1 | -3.3 | -15 | 3 | -2 | -4 | -0.2 | 0 | -6 | 85
O=C(NCCc1c[nH]c2ccccc12)c1cc(Cl)c2c(c1)OCO2 | 2.8 | -3 | 0 | 5 | 5 | 0.2 | 3 | 0 | 92
O=C(O)CCCN=C1NC2(CCCC2)Cc2ccccc21 | 0.0 | 6 | 2 | 1 | 5 | -0.1 | 8 | 1 | 88
COc1ccc(NC2CC(=O)N(c3cccc([N+](=O)[O-])c3)C2=O)cc1 (configuration not stated) | -0.3 | 4 | 1 | 7 | 7 | -0.1 | -3 | 8 | 100
Cc1csc(SCC(=O)N(C)CC(=O)Nc2ccccc2Cl)n1 | 1.5 | -3 | -1 | 7 | 4 | 0.0 | -3 | -11 | 97
C/C(=N/NC(=O)CSCc1ccc(Cl)cc1)c1cccc(NC(=O)c2ccccc2)c1 | 0.4 | 6 | -1 | -4 | -1 | 0.0 | 4 | 6 | 115
CC(C)(C)c1ccc(S(=O)(=O)N2CCCCC2)cc1 | 0.1 | -5 | 9 | 3 | 11 | -0.1 | 1 | -17 | 94
CCC(=O)N(Cc1cc2cc(OC)ccc2[nH]c1=O)c1cc(C)ccc1C | -3.3 | 5 | 3 | 0 | -2 | -0.2 | -4 | 7 | 104
CCOc1cc(CNCCO)cc(Br)c1OCc1ccccc1Cl | -1.7 | 3 | 5 | 0 | 0 | -0.3 | 7 | -4 | 110
S=c1[nH]nc(-c2cnccn2)n1-c1ccccc1 | -1.6 | -6 | 2 | -16 | -1 | 0.2 | 4 | -20 | 120
CC(=O)c1cc(-c2ccc(F)cc2)n(CCC(=O)Nc2cc(C)[nH]n2)c1C | 2.6 | 3 | 0 | 2 | 5 | 0.0 | 2 | 11 | 86
N#C/C(=C\c1ccccc1)c1nc2ncccc2[nH]1 | -2.7 | -6 | 3 | 17 | 7 | -0.1 | 2 | 16 | 88
CC(=O)N1c2c(cc(Br)cc2S(=O)(=O)N2CCCCC2)CC1C (configuration not stated) | 0.1 | -6 | 2 | -7 | -1 | 0.2 | 3 | -15 | 113
Cc1nc(Cc2nnc(SCC(=O)N3CCN(c4ccc(F)cc4)CC3)o2)cs1 | x | x | x | 7 | 6 | 0.0 | 5 | 4 | 106
O=C(CSc1ncc(C(F)(F)F)cc1Cl)N1CCN(S(=O)(=O)c2ccc(Cl)cc2)CC1 | -1.1 | -1 | 1 | 5 | 7 | 0.2 | 4 | -7 | 93
CCOc1cc(Br)c(C=O)cc1OCC | -1.0 | 10 | -3 | 2 | 5 | -0.1 | 10 | 7 | 101
Cc1ccc(-c2cc(-c3nnc(SCC(=O)N(C)CCC#N)n3N)c3ccccc3n2)cc1 | 0.3 | -8 | -1 | -1 | -2 | -0.1 | -1 | 0 | 106
CCN(CC)c1ccc(/C=C(/C#N)c2nc3ccccc3[nH]2)c(OC(C)C)c1 | -33* | -5 | 20* | -26 | -87 | 0.3 | -51 | -20 | 114
COc1ccc(Cl)cc1N(CC(=O)N1CCCCC1)S(C)(=O)=O | 4.2 | -14 | -2 | 1 | -2 | 0.3 | -9 | -14 | 95
CC(=O)NN1C(=O)/C(=C2/Sc3ccc(Cl)cc3N2C)SC1=S | -7.6 | 5 | -6 | 1 | -7 | 0.1 | 1 | 8 | 125
Cc1ccc(NCc2nnc(SCC(N)=O)o2)c(C)c1 | -0.1 | 8 | -2 | 3 | 4 | 0.0 | 4 | -7 | 94
CC(=O)c1ccc(N(C(=O)c2csnn2)C(C(=O)NC2CCCC2)c2ccccc2)cc1 (configuration not stated) | -1.2 | -4 | -3 | 10 | 6 | -0.1 | -1 | -1 | 102
CSCC[C@H](NS(=O)(=O)c1ccc(C)cc1)C(=O)N1CCC(C(=O)N[C@@H](C)C(=O)O)CC1 | 0.9 | 2 | 0 | 2 | 1 | -0.1 | -12 | 3 | 84
CC(C)CC(=O)NNC(=S)Nc1ccc(S(N)(=O)=O)cc1 | -2.3 | 1 | 2 | 6 | 1 | -0.1 | -4 | 7 | 87
C[n+]1ccc(C(=O)N/N=C/c2ccco2)cc1 | -2.0 | 11 | 1 | -10 | -32 | 0.0 | -1 | -18 | 118
COCCNC(=O)C(c1ccc(C)o1)N(Cc1ccc(F)cc1)C(=O)Cn1nnc2ccccc21 (configuration not stated) | -0.1 | -6 | 1 | -5 | -4 | -0.1 | -9 | -11 | 83
CC(Cc1cccs1)NC(=O)c1cccc(Cl)c1 (configuration not stated) | -2.0 | -6 | 2 | 1 | -4 | 0.2 | 5 | -20 | 89
O=C(COC(=O)C1(c2cccc(F)c2)CCCC1)NCc1ccc2c(c1)OCO2 | 0.5 | -1 | -2 | 3 | 4 | 0.1 | -2 | -4 | 95
O=C(c1nc2ccccc2s1)N1CCN(c2ccccn2)CC1 | x | -11 | -2 | 5 | -4 | 0.3 | -4 | -1 | 107
O=C(Oc1ccc(OC(=O)N2CCCCC2)cc1)c1ccccc1 | 2.5 | 8 | 1 | 3 | 2 | 0.0 | 0 | 12 | 110

An excerpt from above in order of their number in GLD-1 RNA inh, highest first.
smiles	GLD-1 RNA inh
O=C(NCCc1c[nH]c2ccccc12)c1cc(Cl)c2c(c1)OCO2	3
COc1ccccc1N1C(=O)N(CC(=O)C(C)(C)C)c2ccccc2S1(=O)=O	-3
O=C(Nc1ccc([N+](=O)[O-])c(NC(=O)C2CCCO2)c1)C1CCCO1 (configuration not stated)	-4

Next entries follow.
SMILES | MEX-5 binding | EBNA-1 inhibitor | Fam108B counter | BCLXL inh | MCL1-BIM inh | Efflux pump inh | GLD-1 RNA inh | ZTA counter | CR mimetic SO
COc1ccc(N2CCN(C(=O)c3cc(-c4cccs4)nc4ccccc34)CC2)cc1 | -2.5 | -11 | 1 | 7 | 12 | 0.1 | 0 | -6 | 96
O=C(CC1C(=O)NCCN1Cc1ccc(F)cc1)NC1CCCCCCC1 (configuration not stated) | 2.8 | -4 | 3 | 18 | 5 | 0.0 | 15 | 4 | 123
O=C(NC(=S)Nc1ncccn1)c1ccccc1Cl | 1.0 | -4 | 0 | 9 | 13 | 0.0 | 2 | 7 | 119
CCN(CC)c1ccc(NC(=O)COc2ccccc2C#N)cc1S(=O)(=O)Nc1ccccc1OC | 1.4 | -3 | -12 | 4 | 12 | 0.0 | 0 | -8 | 115
CC(=O)Nc1ccc(NC(=O)CNS(=O)(=O)c2ccc(C)cc2)cc1 | -2.5 | -2 | 4 | 2 | 1 | -0.1 | -3 | 0 | 112
